ROMK mod – modulators of human ROMK potassium channel. P48048. Tet-inducible ROMK, thallium flux fluorescence; actives lie on both sides. B-score at 10 µM. hit rate 2% among 130,000. AID 1918;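 active = signal ratio slope over the read window, or its plate-corrected B-score, at least 3 SD from the plate mean, either direction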;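 also: B-score of the F/F0 ratio slope over 7 to 12 s after thallium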
PPARg SRC1 recr – agonists of human PPARgamma SRC-1 coactivator recruitment | P37231 | PPARgamma-SRC-1 coactivator recruitment biochemical assay | activation, % at 8 µM | hit rate 0.41% among 200,000 | AID 631; in the data active = activation above about 19%;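 also: 0% = DMSO and 100% = reference agonist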
Target sequence (P37231 whole entry, looked up): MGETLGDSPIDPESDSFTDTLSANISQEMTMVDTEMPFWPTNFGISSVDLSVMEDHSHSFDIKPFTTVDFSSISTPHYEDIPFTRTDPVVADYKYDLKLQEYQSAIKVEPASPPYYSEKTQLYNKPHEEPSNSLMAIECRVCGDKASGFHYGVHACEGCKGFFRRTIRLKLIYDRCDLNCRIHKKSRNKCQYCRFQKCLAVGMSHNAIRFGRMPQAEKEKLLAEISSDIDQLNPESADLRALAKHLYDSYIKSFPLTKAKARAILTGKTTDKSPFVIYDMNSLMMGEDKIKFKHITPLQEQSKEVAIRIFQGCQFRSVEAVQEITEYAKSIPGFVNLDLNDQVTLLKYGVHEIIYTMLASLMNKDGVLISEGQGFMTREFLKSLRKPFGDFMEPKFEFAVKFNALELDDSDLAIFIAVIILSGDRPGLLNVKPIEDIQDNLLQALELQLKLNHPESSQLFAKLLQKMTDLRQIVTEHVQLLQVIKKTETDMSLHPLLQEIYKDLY
HMGR II inh – blocks class II HMG-CoA reductase of Enterococcus faecalis; purified E. faecalis HMGR, NADPH absorbance 340 nm kinetic; inhibition, % at 10 µM; hit rate 0.41% among 190,000; AID 1066;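 active = inhibition above a set limit, the median over all tested compounds plus 3 SD, cut at about 9.5% in these data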;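 also: enzyme runs in reverse so mevalonate oxidation gives rising NADPH absorbance; 0% = complete reaction with DMSO and 100% = background rate lacking mevalonate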
PPARg SRC2 recr – promotes SRC-2 coactivator recruitment by human PPARgamma; hit rate 0.34% among 200,000; P37231; activation, % at 8 µM; AID 1032; PPARgamma LBD-SRC-2 recruitment, biochemical; in the data active = activation above about 22%;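 also: 0% = vehicle and 100% = reference agonist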
DTT redox prof – compounds producing H2O2 with reducing agent – biochemical, NIH compound library profiling, artefact control for MLSCN library redox annotation, primary screen; DTT-dependent redox cycling H2O2, phenol red/HRP absorbance; 100% = 100 µM peroxide control, 0% = buffer; activation, % at 10 µM; hit rate 0.03% among 200,000; AID 878;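 active = activation of at least 50% relative to the plate's high and low controls in the primary single-dose screen; inactive = activation below 50%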;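 also: compound incubated with DTT at 0.8 mM final as the reducing agent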
RAM inhibit – inhibitors of the yeast RAM network | hit rate 1.8% among 190,000 | inhibition, % at 50 µM | S. cerevisiae dse1pr::URA3 reporter, 5-FOA growth OD615, 2 d; analog-sensitive cbk1-as2 kinase mutant strain | AID 868;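 active = inhibition above a set limit, 3 SD over mean compound inhibition, cut at about 8.4% in these data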;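 also: 0% = DMSO-only wells with no growth and 100% = 10 µM 1-NA-PP1 full growth; inhibition rescues growth on 5-FOA so higher OD means more RAM inhibition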
PPARg SRC-3 ag – promotes SRC-3 coactivator recruitment by human PPARgamma. P37231. biochemical PPARgamma/SRC-3 coactivator recruitment assay. activation, % at 8 µM. hit rate 0.26% among 200,000. AID 731; in the data active = activation above about 23%;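 also: 0% = DMSO and 100% = reference agonist; some compounds past the cut are filed as inactive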
TR-FRET SRC-2 ct – TR-FRET artefact, counter-screen to PPARgamma/SRC-2 agonist assay; active compounds read high; TR-FRET ratio at 8 µM; hit rate 0.4% among 200,000; in the data active = TR-FRET ratio above about 2000; also: inactives centre near 1500; reference of the scale not given here
bIAP inhibitor – intestinal alkaline phosphatase (bovine) inhibition; purified bovine IAP, CDP-star luminescence, 30 min; inhibition, % at 20 µM; 190,000 tested, under 10 active; AID 1019;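 active = over 50% inhibition of intestinal alkaline phosphatase at 20 µM in the single-dose screen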
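System: purified bovine intestinal alkaline phosphatase (IAP) enzyme; Input: IAP diluted 1/65,000,000 in the well; Measured by: CDP-star luminescence signal; Compound dosing: 20 µM single dose; Incubation: 30 min reaction at room temperature.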
Lmaj promast – Leishmania major promastigote growth inhibition; Leishmania major promastigotes, resazurin fluorescence viability; inhibition, % at 10 µM; hit rate 9% among 200,000; AID 1063; in the data active = inhibition above about 50%;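 also: promastigotes grown with compound for 44 hours at 28 °C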
S1P3 antagonist – blocks the human S1P3 receptor. Q99500. inhibition, % at 4.98 µM. CHO S1P3 NFAT-BLA reporter, FRET fluorescence, antagonist mode. hit rate 0.27% among 170,000;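 active = inhibition above the plate cutoff, the mean inhibition of test wells on that plate plus 3 SD, cut at about 28% in these data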;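 also: cells challenged with S1P at its EC80 of 0.8 µM; blue over green emission ratio from cleaved BLA substrate after 4 h stimulation; 0% = S1P-stimulated wells and 100% = unstimulated DMSO-only wells; some compounds past the cut are filed as inactive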
Target sequence (Q99500 whole entry, looked up): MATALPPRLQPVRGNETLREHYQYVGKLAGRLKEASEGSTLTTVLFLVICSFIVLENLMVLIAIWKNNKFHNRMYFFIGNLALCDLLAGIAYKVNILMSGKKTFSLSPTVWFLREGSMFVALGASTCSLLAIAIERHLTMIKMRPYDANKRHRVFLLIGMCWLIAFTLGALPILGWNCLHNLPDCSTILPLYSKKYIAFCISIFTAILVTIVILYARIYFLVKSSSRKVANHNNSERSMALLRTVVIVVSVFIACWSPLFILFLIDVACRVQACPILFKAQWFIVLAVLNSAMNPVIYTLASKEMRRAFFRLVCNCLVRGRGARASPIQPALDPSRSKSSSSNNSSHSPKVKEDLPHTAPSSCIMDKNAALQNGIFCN
Numbers without * were called inactive; · = not tested or not shown. Rows are unselected. Share with any hit: about 13%.

SMILES	ROMK mod	PPARg SRC1 recr	HMGR II inh	PPARg SRC2 recr	DTT redox prof	RAM inhibit	PPARg SRC-3 ag	TR-FRET SRC-2 ct	bIAP inhibitor	Lmaj promast	S1P3 antagonist
COc1ccc(NC(=O)c2ccccc2SC)cc1OC	0.23	1	-6	0	-0.1	0.0	2	1505	16	0	·
CCCNS(=O)(=O)c1ccc(CCC(=O)N2CCN(c3ccc(F)cc3)CC2)cc1	0.0016	0	-3	12	0.3	6.2	2	1645	10	57*	-3
CCOC(=O)N1CCN(C(=O)C2CCN(Cc3ccc(OC)cc3OC)CC2)CC1	0.42	-2	-5	-11	0.4	0.0	-1	1378	4	53*	-2
CCCn1c2ccc(/C(C)=N\O)cc2c2cc(/C(C)=N/O)ccc21	·	10	-1	5	2.7	0.5	0	1690	6	59*	·
O=C(NC(=S)N(Cc1ccccc1)Cc1ccccc1)c1ccccc1F	·	5	-7	-8	2.3	12*	-7	1531	20	1	·
CC(C)(NO)/C(=N/O)c1ccc(Br)cc1	0.39	7	-2	7	-0.3	1.1	17	1743	2	4	-15
O=C(NCCCN1CCOCC1)c1cc2ccccc2oc1=O	0.0054	7	-3	-8	-3.8	1.6	9	1785	10	23	2
COc1cc2c(cc1OC)C(c1ccccc1)N(C(=O)c1ccco1)CC2 (centres undefined)	·	·	1	·	-3.8	0.9	·	·	-7	26	11
Clc1ccc2nc(C3CCN(Cc4nnnn4C4CCCCC4)CC3)[nH]c2c1	-2.2	-1	-4	10	0.6	-0.4	5	1498	8	19	·
CCOC(=O)C1CCN(C(=O)c2sc3nc(-c4ccccc4)cn3c2C)CC1	·	-8	-4	2	-0.3	0.3	-10	1410	5	-3	-2
COc1cccc(/C=N/n2c(C)nc3ccccc3c2=O)c1O	·	4	1	1	-0.2	1.2	1	1581	11	-12	-17
Cc1cc(=O)oc2cc(OCC3CC(c4ccccc4Cl)=NO3)ccc12 (centres undefined)	·	0	-8	3	1.7	2.6	7	1662	21	2	·
COc1cccc(C(=O)C2CCCN(C(=O)CCc3scnc3C)C2)c1 (centres undefined)	-0.11	-3	-2	-9	1.0	2.6	-5	1501	6	0	-1
Cc1[nH]n(-c2ccc(Cl)cc2)c(=O)c1C(=O)c1ccccc1	-0.3	5	-2	8	0.1	0.4	-1	1498	-7	-9	5
O=C(Nc1ccc(Cl)c(Cl)c1)OCc1cncs1	-0.31	-4	-4	0	0.0	4.0	3	1500	23	5	·
Cn1cc(C(=O)N/N=C/C2=C(N3CCOCC3)C(=C\c3ccccc3)/CC2)ccc1=O	·	8	0	13	-0.7	-0.5	3	1539	20	-4	-9
CCn1c(COc2cccc(C)c2C)nnc1SCC(=O)Nc1cc(C)on1	-0.051	-1	-3	2	-0.9	2.4	3	1606	-6	-1	-7
CCN(CC)c1ccc(S(=O)(=O)N(CC)CC)cc1NC(=O)C1CCCC1	-1.5	6	-2	0	-0.3	-0.1	-1	1461	-14	61*	-12
CCOc1ccccc1OCCC(=O)Nc1ccc(F)c(Cl)c1	-0.031	-1	1	9	-0.3	4.0	2	1390	4	1	-7
CCC/C(=N\NC(=O)c1ccccc1C)c1ccccc1	-1.1	2	-3	-12	-0.1	0.8	-1	1552	15	43	-7
N#CC1=C(SCc2ccccc2)NC(=O)CC1c1ccccc1 (centres undefined)	·	7	-6	7	0.2	0.6	9	1603	1	16	·
O=C(N/N=C/c1ccc([N+](=O)[O-])s1)C(O)c1ccccc1 (centres undefined)	-0.64	2	0	1	0.1	-1.4	-1	1359	29	100*	-3
COc1ccc(CCNC(=O)CSc2nnc(CNC(=O)c3ccco3)o2)cc1OC	-0.22	-1	-4	7	0.0	1.5	-10	1601	0	1	·
CCOC(=O)c1oc2c(C)c(O)ccc2c(=O)c1-c1nncn1-c1ccccc1	·	-3	-7	-4	2.6	1.3	-2	1659	16	3	-17
C#Cc1ccc([C@@H]2C=C(C(=O)N3CCOCC3)O[C@H](OCCCCO)C2)cc1	·	6	-1	5	0.2	0.8	0	1398	-12	-9	-12
CC(C)c1nc(N2CCOCC2)c(C#N)c2c1CCCC2	·	7	1	3	-1.9	2.1	1	1554	10	3	-14
CSc1ccccc1C(=O)NCc1ccc(F)cc1	-0.73	3	-4	2	0.3	1.3	-3	1520	8	3	-14
CCc1cc(C(c2ccccc2OC)N2CCOCC2)c(NC(=O)c2ccccc2)s1 (centres undefined)	0.95	3	-5	7	-3.6	2.9	0	1447	6	3	·
O=C(Nc1ccccc1)N1CCC(C(=O)N2CCN(c3ccccc3F)CC2)CC1	-0.95	4	-1	-4	-0.5	1.5	-1	1489	10	-6	-16
CCOC(=O)c1ccc(NC(=O)CC2NCCNC2=O)cc1 (centres undefined)	·	8	2	-5	-4.0	0.0	6	1487	5	-5	·

Brought forward from above: seven compounds, then new ones.
SMILES	ROMK mod	PPARg SRC1 recr	HMGR II inh	PPARg SRC2 recr	DTT redox prof	RAM inhibit	PPARg SRC-3 ag	TR-FRET SRC-2 ct	bIAP inhibitor	Lmaj promast	S1P3 antagonist
CCOC(=O)c1oc2c(C)c(O)ccc2c(=O)c1-c1nncn1-c1ccccc1	·	-3	-7	-4	2.6	1.3	-2	1659	16	3	-17
C#Cc1ccc([C@@H]2C=C(C(=O)N3CCOCC3)O[C@H](OCCCCO)C2)cc1	·	6	-1	5	0.2	0.8	0	1398	-12	-9	-12
CC(C)c1nc(N2CCOCC2)c(C#N)c2c1CCCC2	·	7	1	3	-1.9	2.1	1	1554	10	3	-14
CSc1ccccc1C(=O)NCc1ccc(F)cc1	-0.73	3	-4	2	0.3	1.3	-3	1520	8	3	-14
CCc1cc(C(c2ccccc2OC)N2CCOCC2)c(NC(=O)c2ccccc2)s1 (centres undefined)	0.95	3	-5	7	-3.6	2.9	0	1447	6	3	·
O=C(Nc1ccccc1)N1CCC(C(=O)N2CCN(c3ccccc3F)CC2)CC1	-0.95	4	-1	-4	-0.5	1.5	-1	1489	10	-6	-16
CCOC(=O)c1ccc(NC(=O)CC2NCCNC2=O)cc1 (centres undefined)	·	8	2	-5	-4.0	0.0	6	1487	5	-5	·
CC/C(=N\NC(=O)c1ccoc1C)c1ccc(C)o1	·	8	0	-2	0.4	2.1	3	1488	1	-1	16
CN1C(=O)C(O)(CC(=O)c2ccc3c(c2)OCO3)c2ccccc21 (centres undefined)	·	4	-2	-6	2.5	-0.1	-11	1577	-1	-7	6
CCCCOc1ccccc1C1NC(=O)NC(C)=C1C(=O)OCc1ccco1 (centres undefined)	-1.5	8	-5	-1	2.5	3.4	-1	1578	3	32	-63
COc1cc(OC)c(NC(C)C(=O)N2CCCC2)cc1Cl (centres undefined)	1.2	-4	0	9	0.1	1.1	0	1484	-3	2	-17
COC(=O)c1ccccc1NC(=O)CN1CCN(C23CC4CC(CC(C4)C2)C3)CC1	·	1	-5	0	-1.9	-0.8	-3	1380	-6	86*	-16
COCCCNC(=O)c1nc2c(nnn2Cc2cc(C)ccc2C)c(=O)[nH]1	·	4	-4	7	0.7	2.3	1	1753	2	-1	·
O=C(CNCCC1=CCCCC1)Nc1ccc(N2CCCCCC2)cc1	·	7	0	12	-5.2	-0.8	8	1514	-16	85*	·
CC(Nc1nc(N2CCCCC2)nc2ccccc12)c1ccccc1 (centres undefined)	·	8	-5	9	0.6	-0.1	15	1579	12	100*	·
CC1=C(C#N)C(c2ccccc2)C2=C(N1)c1ccccc1C2=O (centres undefined)	0.09	3	5	-5	1.2	1.5	-1	1659	23	1	3
O=C(CCN1C(=O)C2CC=CCC2C1=O)N1CCN(c2ccccn2)CC1 (centres undefined)	0.14	-9	1	2	2.2	3.5	-6	1345	12	-5	-37

Whole records as entered above. Order of values: ROMK mod	PPARg SRC1 recr	HMGR II inh	PPARg SRC2 recr	DTT redox prof	RAM inhibit	PPARg SRC-3 ag	TR-FRET SRC-2 ct	bIAP inhibitor	Lmaj promast	S1P3 antagonist
CC(Nc1nc(N2CCCCC2)nc2ccccc12)c1ccccc1 (centres undefined) is listed with ·	8	-5	9	0.6	-0.1	15	1579	12	100*	·
CN1C(=O)C(O)(CC(=O)c2ccc3c(c2)OCO3)c2ccccc21 (centres undefined) is listed with ·	4	-2	-6	2.5	-0.1	-11	1577	-1	-7	6
CCCCOc1ccccc1C1NC(=O)NC(C)=C1C(=O)OCc1ccco1 (centres undefined) is listed with -1.5	8	-5	-1	2.5	3.4	-1	1578	3	32	-63

The listing continues:
SMILES	ROMK mod	PPARg SRC1 recr	HMGR II inh	PPARg SRC2 recr	DTT redox prof	RAM inhibit	PPARg SRC-3 ag	TR-FRET SRC-2 ct	bIAP inhibitor	Lmaj promast	S1P3 antagonist
CC(=O)CCc1ccc(OCCCCN2CCC(Cc3ccccc3)CC2)cc1	-0.99	-2	3	3	-0.6	1.5	4	1695	-1	94*	-19
COc1cccc(OCc2nnc(SCC(=O)N3c4ccccc4Sc4ccc(Cl)cc43)o2)c1	0.59	5	0	9	1.2	5.3	-3	1653	5	5	-7
COc1cc(/C=C2\SC(c3ccc(C)cc3)=NC2=O)cc(OC)c1O	·	10	-12	-2	2.2	3.4	-3	1631	·	57*	·
Cc1ccc(C)c(N2C(=O)c3ccc(C(=O)OCC(=O)c4c(N)n(C)c(=O)n(C)c4=O)cc3C2=O)c1	·	0	5	-6	-0.2	2.0	0	1478	10	51*	-21
COc1cccc(CN2CCCC(C(=O)N3CCCCC3)C2)c1OC (centres undefined)	-0.092	3	-2	-1	0.0	-0.1	18	1538	3	5	8
COC(=O)c1ccc(CSc2cc(C)c3cc(C)cc(C)c3n2)o1	1	4	-3	5	-1.4	8.1	0	1619	-1	2	-21
Cc1ccc(-n2c(=O)[nH]c3cc(C(=O)NC4CCN(Cc5ccccc5)CC4)ccc3c2=O)cc1	0.3	7	1	3	-2.4	0.3	1	1671	7	0	·
Cc1ccc(S(=O)(=O)N(C)CC(=O)Nc2ccncc2)cc1	·	-9	-6	-1	-3.7	0.4	6	1602	5	-3	25
CCCn1c(CCC(=O)O)ccc1-c1ccc(OC)cc1	·	-6	-1	8	1.6	2.1	-5	1427	-8	-4	7
O=C(N/N=C/c1ccc(O)c(O)c1)C1c2ccccc2Oc2ccccc21	-0.4	4	0	3	-0.2	-0.1	-9	1577	-12	12	·
CC(C)C(C(=O)Nc1ccc(S(N)(=O)=O)cc1)N1C(=O)c2ccccc2C1=O (centres undefined)	0.69	-6	1	3	0.1	3.2	-2	1590	-3	-3	-16
Cc1ccc(C(=O)Nc2nnc(COc3ccccc3)s2)cc1	0.017	-3	-1	1	-0.5	6.8	2	1364	-7	-5	-3
